Bioassay records: PubChem, National Center for Advancing Translational Sciences (NCATS)
G9a block – G9a (human) methyltransferase inhibition; 350,000 compounds, 8.8% hits; G9a H3K9 monomethylation, AlphaScreen, 2 h; Q96KQ7; AID 504332; Potency, µM (titrated, usually from 102 µM), without a hit: at the top dose activity, negative = inhibition, most hits filed as inhibitors; also: potency is read from the fitted curve at half-maximal effect; % is scaled to controls: 0 for no effect and ±100 for the full control effect; nearly all actives have a fitted effect of over 75% in size
Target sequence (Q96KQ7 913-1193 limits assumed): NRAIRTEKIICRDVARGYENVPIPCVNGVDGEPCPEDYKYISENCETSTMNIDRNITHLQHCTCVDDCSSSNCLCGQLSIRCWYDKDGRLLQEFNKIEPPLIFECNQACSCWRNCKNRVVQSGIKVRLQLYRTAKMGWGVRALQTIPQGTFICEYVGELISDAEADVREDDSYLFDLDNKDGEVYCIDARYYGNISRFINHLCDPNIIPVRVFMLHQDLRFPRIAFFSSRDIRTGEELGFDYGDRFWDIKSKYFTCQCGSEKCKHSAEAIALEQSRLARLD
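G9a (20 nM) preincubated 15 min RT with compounds, then 500 nM biotinylated H3K9 peptide and 20 uM SAM added; 2 h RT reaction. Monomethyl-H3K9 product detected by AlphaScreen with anti-H3K9me1 antibody, streptavidin donor and anti-rabbit IgG acceptor beads.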
ERG Ets-DNA blk – inhibitors of human ERG Ets domain-DNA interaction; P11308; fluorescence polarization, His-ERG Ets domain / labelled DNA; Potency, µM (series often up to 76.9 µM), for the others: top-dose FP activity, negative = inhibition, most hits filed as inhibitors; 370,000 compounds, 0.028% hits; AID 624246; active = well fitted inhibition curve with a large enough effect in the polarisation, with a control signal flat; inconclusive = small, poorly fitted or top-dose-only effect, or effect the other way, or a change in a side signal; inactive = no such curve, though single readings can be large or run the other way; the % refers to the polarisation;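 also: polarization taken with two DNA probes labelled with fluorescein and Texas red; potency is read from the fitted curve at half-maximal effect; % of control where 0% means no effect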
Target sequence (P11308 whole entry, looked up, the tested form may be a part): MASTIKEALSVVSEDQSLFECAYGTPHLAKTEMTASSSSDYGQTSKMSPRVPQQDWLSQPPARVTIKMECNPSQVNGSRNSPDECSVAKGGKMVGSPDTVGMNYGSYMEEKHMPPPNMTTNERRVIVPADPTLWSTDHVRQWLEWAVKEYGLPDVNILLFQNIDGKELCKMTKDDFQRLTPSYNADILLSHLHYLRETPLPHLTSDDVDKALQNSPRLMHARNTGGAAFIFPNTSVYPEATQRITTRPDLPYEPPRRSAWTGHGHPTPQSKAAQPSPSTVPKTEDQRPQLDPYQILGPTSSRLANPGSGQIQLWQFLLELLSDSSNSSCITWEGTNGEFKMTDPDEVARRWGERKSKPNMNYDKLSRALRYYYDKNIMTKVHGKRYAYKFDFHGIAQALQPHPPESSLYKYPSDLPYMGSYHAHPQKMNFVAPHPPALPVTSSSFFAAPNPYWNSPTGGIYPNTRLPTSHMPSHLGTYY
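His-tagged ERG Ets domain (1 uM in the protein solution; 300mM KCl, 50mM Tris-HCl, 1mM EDTA, 1mM DTT, pH 7.5) received compound, then a probe mix of 5 nM fluorescein-DNA and 100nM Texas-615-DNA. Fluorescence polarization was read for both dyes.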
GLS inhibitor – glutaminase GLS (human) inhibition | Potency, µM (highest dose often 45.5 µM), for inactives: top-dose activity change, negative = inhibition, actives largely listed as inhibitors | 410,000 compounds, 0.21% hits | O94925 | AID 624170 | GLS enzymatic activity, qHTS titration; also: potency is read from the fitted curve at half-maximal effect; % is scaled to controls: 0 for no effect and ±100 for the full control effect
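Human kidney-isoform GLS in 45 mM KH2PO4 pH 8.2, 0.02% Tween-20, with compound, started with 1mM L-Glutamine (added stock). Glutamate oxidase/HRP/Amplex red coupled fluorescence read at start and after 30 min at RT.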
12-LOX inh – blocks human arachidonate 12S-lipoxygenase | 580,000 compounds, 1.1% hits | purified 12hLO, xylenol orange hydroperoxide absorbance | AID 1671190 | Potency, µM (top dose mostly 108 µM), without a hit: at the top dose activity change, negative = inhibition, hits mostly inhibitors; also: potency is read from the fitted curve at half-maximal effect; % is scaled to controls: 0 for no effect and ±100 for the full control effect
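Purified human 12hLO (150 nM final) in 25 mM Hepes, 0.01% Triton X-100, pH 7.0 was preincubated 15 min at room temperature with compound. Then 40 uM arachidonic acid was added, 30 min. Hydroperoxide was read by Fe-XO absorbance ratio 573/405 nm.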
PI4K2A block – blocks human PI4K2A kinase activity; Q9BTU6; AID 1346378; activity change, negative = inhibition, % at 76.9 µM; 420,000 compounds, 0.13% hits; purified PI4K2A, ADP-Glo luminescence, 1 h; hits give low values; in the data active = activity change below about -50%; inconclusive = mostly about -30% to -49%;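 also: -100% = wells without enzyme as full effect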
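PI4K2A activity was measured by ADP-Glo luminescence: enzyme (4 ug/mL stock) and phosphatidylinositol (1.2 mM stock) in Tris pH 7.5/MgCl2/EGTA/Triton X-100 buffer were reacted with ATP (300 microM stock) for one hour at ambient temperature.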
HP1b chromo inh – HP1-beta chromodomain-methylated histone interaction inhibition. P83916. Potency, µM (top dose mostly 114 µM), inactives show top-dose activity change, negative = inhibition, actives largely listed as inhibitors. 390,000 compounds, 0.56% hits. AID 540317. AlphaScreen HP1-beta / biotin-H3K9me3 peptide binding; also: potency is read from the fitted curve at half-maximal effect; nearly all actives have a fitted effect of over 70% in size; inactives centre near 23
Target sequence (P83916 whole entry, looked up): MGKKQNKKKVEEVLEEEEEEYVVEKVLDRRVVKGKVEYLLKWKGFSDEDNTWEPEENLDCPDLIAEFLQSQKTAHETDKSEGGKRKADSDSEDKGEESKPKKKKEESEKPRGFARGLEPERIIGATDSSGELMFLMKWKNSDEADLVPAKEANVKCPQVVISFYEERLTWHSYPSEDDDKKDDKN
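AlphaScreen: HP1-beta (50 nM) preformed 30 min with biotin-H3(1-18)K9me3 peptide (50 nM) in PBS pH 7.4, 0.01% Tween-20. Compound added for 30 min at RT, then streptavidin donor/nickel chelate acceptor beads (10 ug/mL) for 30 min.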
BAZ2B inh – blocks human BAZ2B; Q9UIF8; AlphaScreen BAZ2B-H3K14Ac peptide displacement; Potency, µM (highest dose often 114 µM), inactives show top-dose activity change, negative = inhibition, usual class: inhibitors; 360,000 compounds, 4.4% hits; AID 504333; also: potency is read from the fitted curve at half-maximal effect; % is scaled to controls: 0 for no effect and ±100 for the full control effect; nearly all actives have a fitted effect of over 60% in size
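Compounds, titrated to a top concentration of 110 uM, were incubated 30 min at room temperature with preformed BAZ2B/acetyl-K14 H3 peptide complex (50 nM each). Proximity signal was measured by AlphaScreen after 20 min with beads.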
JMJD2A Tudor inh – JMJD2A Tudor domain (human) inhibition; O75164; AlphaScreen JMJD2A-Tudor / H3K4me3 peptide binding; Potency, µM (series often up to 114 µM), without a hit: top-dose activity change, negative = inhibition, hits mostly inhibitors; 390,000 compounds, 4.4% hits; AID 504339; also: potency is read from the fitted curve at half-maximal effect; % is scaled to controls: 0 for no effect and ±100 for the full control effect; nearly all actives have a fitted effect of over 50% in size
RGS4 inh – human RGS4 inhibition | Potency, µM (series often up to 114 µM), for inactives: top-dose activity change, negative = inhibition, usual class: inhibitors | Transcreener GDP fluorescence polarization, RGS4-accelerated GTP hydrolysis | 390,000 compounds, 0.039% hits | P49798; also: potency is read from the fitted curve at half-maximal effect; % is scaled to controls: 0 for no effect and ±100 for the full control effect; nearly all actives have a fitted effect of over 75% in size; some results filed as inactive show a strong effect at the top dose
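MLSMR compounds (23 nl, pin-transferred) preincubated 10 min at room temperature with a 500nM (2x) first reagent, then RGS4 at 900nM (2x) plus Transcreener GDP mix added; fluorescence polarization (620/688 nm) read before and after 90 min at 30 °C.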
Starred values were filed as active, the others as inactive; i = inactive; ? = inconclusive; . = not tested or not shown; & = joins results of further samples; [ ] = remark or other dose. Unless noted, calls follow the shape of the dose curve; as a rule, active = well fitted curve in the direction sought with a large enough effect; inconclusive = small, poorly fitted or top-dose-only effect, or another doubt; inactive = no such curve, though single readings can be large; an effect the other way counts as inactive or inconclusive. The list is partial (hit frequency here may not be typical).

SMILES	G9a block	ERG Ets-DNA blk	GLS inhibitor	12-LOX inh	PI4K2A block	HP1b chromo inh	BAZ2B inh	JMJD2A Tudor inh	RGS4 inh
O=C(NCCCn1ccnc1)c1ccc2ccccc2c1	13%	-6%	-4%	i	7	32%	-23%	-8%	-2%
O=C(Cn1cnc2c(nnn2-c2ccccc2)c1=O)NCCc1ccccc1	-30%	-3%	1%	-8%	-5	24%	0%	-20%	-19%
COc1ccccc1-c1cc(C(=O)N/N=C\c2cnn(C)c2C)c2ccccc2n1	23%[59 µM]	6%	12%	2%	-7	34%	0%	-19%	-25%
COc1ccc(-c2ccc(CCC(=O)O)n2CC(=O)Nc2cccc(C(F)(F)F)c2)cc1	-51%[59 µM]	12%	11%	4%	-1	2%	?	-31%	11%
Cc1ccc(N(CC(=O)Nc2c(C)n(C)n(-c3ccccc3)c2=O)S(C)(=O)=O)c(C)c1	-2%	-11%	-2%	-14%	2	25%	-13%	-17%	1%[56.9 µM]
CCOC(=O)C1CCN(C(=O)Cn2cc3c(n2)CCC(C)C3)CC1 (stereo unspecified)	-10%[59 µM]	-25%	-1%	321%[activator]	-2	41%[activator]	9%	-3%	-7%
Cc1ccc(N(Cc2cccs2)C(=O)c2ccc(Br)o2)cc1	-5%[59 µM]	6%	4%	-10%	-5	4%	-27%	10%	4%
O=C(c1cc2cc(Br)ccc2s1)N1CCOCC1	-3%	4%	7%	-8%	3	14%	3%	-2%	19%
Cc1ccc(OCC(=O)N2CCC(N3CC(C)CC(C)C3)CC2)cc1 (stereo unspecified)	25µM*	10%	21%	-26%	5	?	-37%	1.6µM*	-17%
Nc1c(Cl)cnn(-c2ccccc2)c1=O	.	4%	3%	14%	8	53%[activator]	.	1%	32%
Cc1ccc2c(c1)S/C(=C\c1cccc[n+]1C)N2CCO	?	3%	18%	0%	-1	11%	-16%	?	?
CCOC(=O)N1CCN(C2=C(NS(=O)(=O)c3ccc(C)cc3)C(=O)c3ccccc3C2=O)CC1	22µM*	-4%	4%	?	?	20µM*	8.9µM*	22µM*	1%
CNC(=S)NNC(=O)c1cccc(C(F)(F)F)c1	42%[59 µM]	-3%	5%	6%	4	4%	-2%	-14%	-12%
CCOc1ccc2nc(SCC(=O)NCc3ccco3)sc2c1	?	-1%	-1%	-23%	-2	12%	?	-33%	-9%
COc1ccc(N2CCN(C(=O)COC(=O)c3cnccn3)CC2)cc1	2%[2.33 µM]	-17%	28%	-8%	-3	10%	-15%	-16%	-40%
O=C(Cc1cccc([N+](=O)[O-])c1)Nc1ccc(C(=O)N2CCOCC2)cc1	.	-7%	7%	-16%	-1	29%	.	-7%	1%
COc1ccc(CCNC(=O)c2cc(-c3ccccc3O)n[nH]2)cc1OC	-38%[12.7 µM]	1%	.	1%&-4%	-2	29%	?	15%	-14%
O=C(c1ccc(CS(=O)Cc2cccc(Cl)c2)o1)N1CCN(C2CCCCC2)CC1 (stereo unspecified)	4%	-4%	-3%	1%	-2	28%	0%	-2%	3%
O=C(c1ccc(F)cc1)N1CCN(C2=NS(=O)(=O)c3ccccc32)CC1	9%	17%	-7%	-17%	1	23%	3%	-1%	14%
Cc1cc(=O)n2[nH]c(C)c(-c3ccccc3)c2n1	?	-2%	23%	?	0	44%	-4%	1%	-26%
O=C(Nc1nnc(-c2ccccn2)o1)c1cccc(Cl)c1	-6%	1%	3%	2%	-2	27%	.	-28%	10%
O=S(=O)(NCc1ccccc1)c1ccc(-c2cnc(C3CC3)o2)cc1	-2%[12.7 µM]	-8%&4%	6%&-18%	-12%&-43%&-29%	10&6	9%[57 µM]	-7%&0%	8%&-13%	-12%&-8%
O=C(COC(=O)/C=C/c1cccc(Br)c1)NCCC1=CCCCC1	?	-1%	-3%	2%	-2	27%	4%	-17%	11%
Cc1cnc(C(=O)OCC(=O)NC2CCCCCCC2)cn1	-14%	8%	0%	-1%	-4	35%	-10%	-4%	18%
CC1CCN(CCCNC(=O)CN2CCN(Cc3ccc(Cl)cc3)C2=O)CC1	-7%	0%	5%	1%	1	34%	14%	-17%	-15%
O=C(N/N=C/c1cccnc1)c1ccc(NC(=O)c2cccc(Cl)c2)cc1	32µM*	12%	5%	7%	-4	?	-25%	-30%	?
CC(C)c1ccc(NC(=O)Cn2cccc2C2=NC(c3ccccc3)CO2)cc1 (stereo unspecified)	10%[59 µM]	8%	-5%	4%	6	26%	-5%	-7%	-15%
O=C(NCCc1ccccc1)C(=O)NCC(c1ccc2c(c1)OCO2)N1CCOCC1 (stereo unspecified)	17%[59 µM]	-10%	-5%	2%	-3	27%[57 µM]	12%	-2%	-1%
COc1cc(OC)cc(C(=O)NC2CCN(CC(=O)Nc3cccc4ccccc34)CC2)c1	-16%[59 µM]	-6%	-1%	440%[activator]	-10	7%	-5%	-21%	6%
CC1CCC(NC(=O)COC(=O)c2ccco2)CC1 (stereo unspecified)	28%[12.7 µM]	-9%	-5%	-6%	5	37%[activator]	6%	9%	-31%
O=C1CN(C(=O)NCC(=O)N[C@H](C(=O)O)c2ccccc2)c2ccccc2N1	15%	0%	0%	-10%	3	65%[activator]	-10%	-6%	1%[56.9 µM]
CSc1c(SCc2ccccc2)cnn(-c2ccccc2)c1=O	-6%[59 µM]	5%	2%	-9%	-3	70%	2%	13%	-48%
O=C(NCCn1cccn1)C1CCC(=O)N(CC2CCCCC2)C1 (stereo unspecified)	24%	9%	2%	15%	0	27%	-8%	-2%	2%
CCOC(=O)C1CCN(C(=O)c2ccccc2NC(=O)C2=C(C)OCCS2)CC1	72%[activator]	0%	-4%	47%[activator]	-6	48%[activator]	-11%	-3%	4%
CCOc1cccc2c1N[C@@H](c1ccc(C(=O)O)cc1)[C@H]1CC=C[C@@H]21	4.5µM*	1%	4µM*	?	-28	35µM*	16µM*	22µM*	?
CCSCCOC(=O)C1=C(C)N(C)C(=O)NC1c1ccc2c(c1)OCO2 (stereo unspecified)	-3%	13%	6%	10%	0	8%	-11%	-25%	36%
O=C(Cc1c(C(=O)O)[nH]c2ccccc12)Nc1ccc2c(c1)OCO2	-5%[2.33 µM]	-4%	34%[activator]	?	1	0%	?	-20%	11%
CN1CCN(S(=O)(=O)c2ccc(NC(=O)c3cccc(S(=O)(=O)N4CCCC4)c3)cc2)CC1	-47%[59 µM]	1%	11%	0%	0	18%	4%	-19%	-2%
COc1ccc2nc(N=NC3=C(O)CC(C)(C)CC3=O)sc2c1	?	2%	5%	-13%	-5	?	40µM*	?	-3%
Cc1ccc(N(CC(=O)NCCc2ccccc2)S(=O)(=O)c2c(C)noc2C)cc1	-5%	.	7%	-1%	-1	11%	16%	-15%	7%
O=C(O)/C=C/c1ccc2ccccc2n1	-4%[59 µM]	.	11%	-2%	-2	27%	3%	-10%	-5%
CCn1c(SC2CCOC2=O)nnc1-c1ccc(Cl)cc1 (stereo unspecified)	?	-3%	-2%	-14%	0	46%[activator]	-18%	-5%	-15%
COc1ccc(N(C)C(=O)CC2(CC(=O)O)CCCCC2)cc1	-6%[59 µM]	-13%	2%	0%	-7	33%[activator]	12%	-13%	-6%
Cc1csc(N2C(=O)C3C4CCC(O4)C3C2=O)n1 (stereo unspecified)	.	.	2%	-7%	-5	31%[activator]	.	-2%	-8%
CCOc1ccc(-n2c(SCC(=O)Nc3nccs3)nc3c(c2=O)SCC3)cc1	-37%	2%	-2%	18%	-4	47%[activator]	-3%	1%	-17%
Cc1cccc(OCC(=O)OCC(=O)c2c(N)n(C)c(=O)n(C)c2=O)c1C	8%	-1%	5%	2%	3	15%	4%	-10%	16%
COCCCN=C1NN=C(c2cc(C)n(-c3ccccc3)c2C)CS1	71µM*	-15%	-7%	-13%	-6	-7%	?	-36%	-36%
CCC(C)NCCOc1ccc(C)cc1[N+](=O)[O-] (stereo unspecified)	11µM*	?	-2%	?	4	?	40µM*	0.79µM*	-11%
CCC(=O)NC(C)C(c1cccs1)N1CCOCC1 (stereo unspecified)	.	7%	-2%	6%	-4	15%	.	-15%	31%
CCOC(=O)c1c(C)oc2ccc(N(C(=O)c3ccncc3)S(=O)(=O)c3ccc(F)cc3C)cc12	-48%[59 µM]	?	7%	-19%	6	26%	?	-26%	12%
CCOC(=O)CNC(=O)N1CCCC(CNS(=O)(=O)c2cccs2)C1 (stereo unspecified)	5%	-7%	-3%	0%	13	42%[activator]	-5%	2%	-4%
